# Avidin fluor: avidin bead compound fluorescence profile | fluorescence (KMESF) at 10 µM | 0.38% of 220,000 active | AID 1775 | Avidin beads, compound fluorescence 488/530 nm, flow cytometry; hits give high values; in the data active means fluorescence above about 47; further: inactives centre near 10
# Bim-Mcl-1: human Bim-Mcl-1 interaction inhibition | Bead-based flow cytometry, Bim peptide-Mcl-1 binding | inhibition, % at 10 µM | Q07820 | AID 1009 | 0.1% of 190,000 active; in the data active means inhibition above about 40%;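 further: 0% = no compound tracer wells and 100% = peptide blocker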
# Target sequence (Q07820 whole entry, looked up): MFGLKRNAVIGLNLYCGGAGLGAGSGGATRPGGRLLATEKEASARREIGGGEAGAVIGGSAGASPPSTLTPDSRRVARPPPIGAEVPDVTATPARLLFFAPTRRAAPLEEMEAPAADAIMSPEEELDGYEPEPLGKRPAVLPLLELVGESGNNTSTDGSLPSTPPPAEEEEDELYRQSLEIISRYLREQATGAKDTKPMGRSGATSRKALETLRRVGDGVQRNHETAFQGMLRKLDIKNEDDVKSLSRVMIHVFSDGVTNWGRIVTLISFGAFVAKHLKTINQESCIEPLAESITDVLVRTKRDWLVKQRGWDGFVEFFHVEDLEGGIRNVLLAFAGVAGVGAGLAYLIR
# GSH bead fluor: compound fluoresces at 488/530 nm on GSH beads; GSH beads flow cytometry, compound fluorescence 488/530 nm; hits give high values; fluorescence (KMESF) at 10 µM; 0.25% of 190,000 active; in the data active means fluorescence above about 89;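 further: glutathione beads carrying GST-tagged Bcl family fusion proteins plus one bare bead set; values are compound well signal with DMSO vehicle wells as background; inactives centre near 16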
# ABCB1 inh: blocks JC-1 efflux by human ABCB1 transporter. P08183. CCRF-Adr cells, flow cytometry. inhibition, % at 6.6 µM. 0.067% of 190,000 active. AID 1326; in the data active means inhibition above about 40%;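 further: 0% = vehicle and 100% = reference inhibitor; higher value means more JC-1 retained so stronger ABCB1 efflux block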
# ABCG2 inh: inhibitors of human ABCG2 transporter, ABCB1 counter-screen; Q9UNQ0; IgMXP3 cells, JC-1 efflux, flow cytometry; inhibition, % at 6.6 µM; 0.1% of 190,000 active; AID 1325;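 active means inhibition above 80%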;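 further: 0% = DMSO and 100% = nicardipine control wells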
#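 Assay system – ABCG2 IgMXP3 and barcoded ABCB1 CCRF-Adr cell mix · Input – 3 million cells/mL in well · Reagent – JC-1 fluorescent substrate · Compound – single test compound dose, 6.6 µM final · Timing – 10 min exposure at 25 °C with rotation, no wash · Detection – flow cytometry of retained JC-1 fluorescence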
# Mcl1 Bid PPI: disrupts binding of human Mcl-1 to Bid peptide | Q07820 | TR-FRET Mcl-1/Bid-Dy647 peptide binding, 1536-well | inhibition, % at 21.7 µM | 0.97% of 220,000 active | AID 1021;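 active means compounds that cut the binding signal by more than half at the single screening dose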;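 further: His-tagged Mcl-1 with europium anti-His antibody binding Bid BH3 peptide; 0% = Mcl-1 plus peptide wells and 100% = peptide-only wells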
# RGS7-Gao: human RGS7-Galphao interaction regulation; Multiplexed bead flow cytometry, RGS7-Galphao binding; actives lie on both sides; binding response (% of control), % at 10 µM; 0.35% of 220,000 active; AID 1439; in the data active means binding response below about 49% or above about 150%; inconclusive means no clear call, values can overlap the other calls; inactive means in between;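 further: fluorescent Galphao held in activated GDP-AlF4 state binding bead-coupled RGS7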
# Target sequence (P09471 whole entry, looked up): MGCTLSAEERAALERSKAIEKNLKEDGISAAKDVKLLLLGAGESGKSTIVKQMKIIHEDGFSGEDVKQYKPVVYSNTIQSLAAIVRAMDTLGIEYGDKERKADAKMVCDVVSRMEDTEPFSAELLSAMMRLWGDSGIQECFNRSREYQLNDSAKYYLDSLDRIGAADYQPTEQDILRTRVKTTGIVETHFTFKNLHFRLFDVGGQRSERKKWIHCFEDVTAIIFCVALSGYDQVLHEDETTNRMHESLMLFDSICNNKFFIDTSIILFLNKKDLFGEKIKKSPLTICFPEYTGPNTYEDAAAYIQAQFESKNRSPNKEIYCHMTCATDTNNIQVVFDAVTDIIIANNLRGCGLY
# RGS4-Gao reg: modulates binding of RGS4 to human Galphao; binding response (% of control), % at 10 µM; 0.33% of 220,000 active; P09471; Multiplexed bead flow cytometry; actives lie on both sides; in the data active means binding response below about 49% or above about 150%; inactive means in between;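 further: fluorescent Galphao activated with aluminum fluoride binding bead-coupled RGS4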
# Mcl1 Noxa PPI: disrupts binding of human Mcl-1 to Noxa peptide | TR-FRET Mcl-1/Noxa peptide binding, 2 h | 1.5% of 220,000 active | inhibition, % at 21.7 µM;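 active means compounds that cut the protein-peptide binding signal by more than 50% relative to plate controls in a single-dose test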;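 further: His-tagged Mcl-1 with rhodamine Noxa BH3 peptide and terbium anti-His antibody; 0% = Mcl-1 plus Noxa peptide wells and 100% = peptide-only wells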
# RGS8-Gao: human RGS8-Galphao interaction regulation. P09471. multiplexed bead flow cytometry, RGS8-Galphao binding; actives lie on both sides. response (percent of control binding), % at 10 µM. 0.34% of 220,000 active. AID 1423; in the data active means response below about 60% or above about 140%; inactive means in between;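 further: Galphao activated as the GDP aluminium fluoride complex binding bead-coupled RGS8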
# Pf gametocyte: inhibitors of late stage P. falciparum gametocyte viability; P. falciparum stage V gametocytes, ATP luminescence, 24 h; inhibition, % at 10.9 µM; 0.065% of 150,000 active; AID 743093;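 active means inhibition above the mean plus 3 SD of compounds within the control limits, set per campaign, cut at about 38% in these data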;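 further: 0% = DMSO wells and 100% = medium only without gametocytes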
# The depositor's hits bear a star; ? = inconclusive; . = no result given.
SMILES,Avidin fluor,Bim-Mcl-1,GSH bead fluor,ABCB1 inh,ABCG2 inh,Mcl1 Bid PPI,RGS7-Gao,RGS4-Gao reg,Mcl1 Noxa PPI,RGS8-Gao,Pf gametocyte
COc1ccccc1CNC(=O)c1cccs1,6,2,10,0.0,0,-16,103,101,12,98,10
CCOC(=O)C1=C(CC)OC(N)=C(C#N)C1c1ccc(OC)cc1OC (stereo not given),22,18,12,0.8,4,-29,102,99,0,93,-13
CCC(C)NC(=O)CC(NS(=O)(=O)c1ccc(C)cc1)c1ccc(OC)cc1 (stereo not given),7,-8,22,0.8,1,-15,108,106,5,104,-15
Cc1ccc(S(=O)(=O)N(C)CC(=O)N2CCc3ccccc32)cc1,13,41*,30,1.2,5,-8,102,104,2,103,.
O=C(O)CSc1nnc(-c2cc3ccccc3o2)n1-c1ccccc1,6,-2,26,0.2,0,-17,95,93,15,97,2
COc1cc(NS(=O)(=O)c2ccc(NC(=O)CN3C(=O)c4ccccc4C3=O)cc2)ncn1,10,0,19,0.2,0,-9,98,101,2,102,.
COc1ccc(OC)c(NC(=O)C(CCS(C)(=O)=O)NC(C)=O)c1 (stereo not given),35,-2,11,1.5,9,-21,106,101,0,99,.
CCCc1nnc(NC(=O)C(=O)NCCN(C)C)s1,7,.,.,.,.,-20,?,103,2,102,20
COc1ccc(C2=NOC(C(=O)NCc3ccc(F)cc3)C2)cc1 (stereo not given),14,1,17,0.6,5,-25,102,91,-10,95,-13
CC(=O)Nc1nc(COc2ccccc2)cs1,7,1,20,0.4,2,-8,99,101,16,97,4
Cc1cc(C)c(C#N)c(Nc2ccccc2)n1,5,0,28,0.2,4,-5,96,102,-1,101,5
CC1CCCCN1C(=O)c1cc(F)c(F)cc1Cl (stereo not given),13,-1,35,0.0,-2,-8,105,102,5,103,2

# Entries of single compounds as entered above. Screens in order: Avidin fluor	Bim-Mcl-1	GSH bead fluor	ABCB1 inh	ABCG2 inh	Mcl1 Bid PPI	RGS7-Gao	RGS4-Gao reg	Mcl1 Noxa PPI	RGS8-Gao	Pf gametocyte
# COc1ccc(C2=NOC(C(=O)NCc3ccc(F)cc3)C2)cc1 (stereo not given) is listed as 14	1	17	0.6	5	-25	102	91	-10	95	-13
# CC(=O)Nc1nc(COc2ccccc2)cs1 is listed as 7	1	20	0.4	2	-8	99	101	16	97	4

# Carrying on:
SMILES,Avidin fluor,Bim-Mcl-1,GSH bead fluor,ABCB1 inh,ABCG2 inh,Mcl1 Bid PPI,RGS7-Gao,RGS4-Gao reg,Mcl1 Noxa PPI,RGS8-Gao,Pf gametocyte
CCCn1c(CCC(=O)O)ccc1-c1ccc(F)cc1,9,1,11,0.0,-1,-3,102,103,15,102,.
O=S(=O)(Nc1ccc(S(=O)(=O)N2CCOCC2)cc1)c1ccccc1,8,-3,16,0.1,-1,2,91,94,-6,99,.
Cc1cn(C2OC(COC(=O)c3ccccc3)C(O)C2O)c(=O)[nH]c1=O (stereo not given),10,0,12,0.3,1,3,107,105,9,98,-1
Cn1cccc1Cc1nnc(SCC(=O)NCc2ccco2)n1CCc1ccccc1,11,-4,23,0.9,14,-19,96,95,-5,98,4
CC1=CCC(C(=O)O)C(C(=O)O)C1 (stereo not given),22,0,23,0.2,4,19,101,100,13,101,-12
COc1ccc(OC)c(C2C(C(=O)Nc3ccc(F)cc3)=C(C)Nc3nc(CCCO)nn32)c1 (stereo not given),5,0,26,0.0,1,-27,87,92,4,97,.
Cc1noc(NS(=O)(=O)c2ccc(NC(=O)C(CC(C)C)N3C(=O)c4ccccc4C3=O)cc2)c1C (stereo not given),4,.,.,.,.,-98,?,106,31,102,16
O=c1[nH]c(SCCOc2ccccc2F)nc2ccccc12,14,5,8,-0.1,2,-1,112,108,12,119,2
COC(=O)c1ccccc1NC(=O)c1ccco1,5,0,56,0.4,3,2,96,99,17,97,.
CSc1ccccc1NC(=S)Nc1ccc(S(N)(=O)=O)cc1,3,-5,10,1.4,4,-44,111,109,10,105,13
c1ccc(CNc2nnnn2-c2ccccc2)cc1,.,-1,20,0.6,2,-1,.,.,1,.,.
COc1ccc(OCCCSc2ncccn2)cc1,16,-3,26,0.4,7,-17,99,100,6,100,.
COc1ccc2c(c1)c(CC(=O)Nc1ccccc1OC)c(C)n2C(=O)c1ccc(Cl)cc1,24,-7,10,25,36,-14,108,102,9,106,-4
CCOc1cc(/C=N\NC(N)=O)cc(Br)c1OC(C)C,4,-5,7,0.7,10,-8,98,102,16,105,.
CC(=O)Nc1cc(C)nn1-c1nc(C)cc(C)n1,.,0,62,0.4,2,-31,99,99,3,103,-9
O=C(CN(Cc1ccco1)C(=O)CCC(=O)Nc1nccs1)NCc1ccccc1,7,.,24,0.4,-10,2,102,100,12,102,-24
O=C(COc1ccccc1Cl)Nc1ccc(CN2CCCCC2)cc1,9,0,17,0.2,7,-24,?,97,15,100,15
CC(C)(C)c1ccc(-c2nn(CCC#N)cc2/C=N/O)cc1,5,-4,11,-0.1,0,1,94,94,13,88,4
COc1ccc(N2C(=O)CS/C2=N\C(=S)Nc2ccccc2)cc1,7,.,.,.,.,-17,?,100,8,101,1
CCN(CC)CCN(Cc1cc2cc(C)c(C)cc2[nH]c1=O)C(=S)NCc1ccco1,11,-2,15,2.2,0,-18,95,98,-5,102,.
COc1ccc(S(=O)(=O)n2nc(-c3ccc(Cl)cc3)cc2N)cc1,9,.,.,.,.,7,?,96,-5,97,-7
Cc1oc2cc(O)cc(C)c2c(=O)c1-c1cnn(-c2ccccc2)c1,18,-2,22,-1.4,-3,14,104,99,-12,101,-7
CCOC(=O)c1oc2ccccc2c1NC(=O)c1cccc(OC)c1,10,0,16,0.7,5,-1,97,103,8,104,.
CN1CCN(c2ccc(Cl)cc2NC(=O)c2ccc(=O)n(C)n2)CC1,26,-3,12,1.3,5,-7,100,98,5,103,-1
COc1ccc(S(=O)(=O)Nc2ccc(CC#N)cc2)cc1,6,0,58,0.5,2,2,100,104,8,101,11
Clc1ccc(Cc2ccccc2)nn1,13,-1,37,0.6,3,9,100,100,16,101,-1
O=C(CCC(=O)c1ccc(F)cc1)Nc1ccccc1Cl,15,-7,12,0.6,4,-4,104,106,-16,101,7
O=C(NC1=NCCS1)c1nc(-c2ccccc2)n(-c2ccccc2)n1,20,0,28,1.1,26,6,102,100,-3,102,-14
COc1ccc(N2C(=O)CC(Sc3nc(C)cc(C)c3C#N)C2=O)cc1 (stereo not given),22,-5,12,-0.1,-1,-11,101,101,-9,104,.
CCN1C(=O)/C(=C\c2ccncc2)SC1=Nc1ccc(C)c(C)c1,7,-11,11,5.6,31,-8,98,104,-15,94,14
C[N+](C)=C1SCC(C)(/C=N/O)S1 (stereo not given),7,.,.,.,.,-63,?,96,4,99,13
COc1ccc(CC(=O)N2CCN=C2SCc2cccc([N+](=O)[O-])c2)cc1,27,-26,9,0.5,1,4,99,102,0,103,11
Cc1ccc(C2C(=O)N(C3CCCC3)CC(=O)N2C2CCCCC2)cc1 (stereo not given),8,-4,37,10,19,-11,104,102,4,104,.
Cc1[nH]c(=O)[nH]c(=O)c1/C=N/NC(=O)[C@H](C)NC(=O)OC(C)(C)C,36,-1,14,0.3,1,-31,97,101,-14,101,.
Cc1ccc(-c2csc(NC(=O)C3=COCCO3)n2)cc1,7,0,12,0.0,4,-14,104,90,4,92,-15
Cc1nnc(Sc2c(-c3ccccc3)c3ccc(Cl)cc3[nH]c2=O)s1,39,-1,12,0.3,2,13,102,101,-4,97,.
Cc1cc(C)nc(CCNC(=O)c2cc(COc3c(F)cccc3F)on2)n1,7,-3,18,0.3,2,-9,99,100,4,101,17
O=C(O)c1ccc(NC(=O)C2CCCCC2)cc1,11,0,59,0.4,2,8,101,104,20,104,5
CC(Nc1ccccc1)c1cc(Cl)ccc1O (stereo not given),7,-39,51,0.2,-1,-25,101,100,-20,103,8
COC(=O)c1ccccc1N(C)S(=O)(=O)c1cc2c(cc1C)OCC(=O)N2,9,-3,11,1.2,2,-7,98,97,-8,98,-6

# Arranged by molar mass (largest number first): part of the list above.
SMILES,Avidin fluor,Bim-Mcl-1,GSH bead fluor,ABCB1 inh,ABCG2 inh,Mcl1 Bid PPI,RGS7-Gao,RGS4-Gao reg,Mcl1 Noxa PPI,RGS8-Gao,Pf gametocyte
COc1cc(NS(=O)(=O)c2ccc(NC(=O)CN3C(=O)c4ccccc4C3=O)cc2)ncn1,10,0,19,0.2,0,-9,98,101,2,102,.
CCN(CC)CCN(Cc1cc2cc(C)c(C)cc2[nH]c1=O)C(=S)NCc1ccco1,11,-2,15,2.2,0,-18,95,98,-5,102,.
O=S(=O)(Nc1ccc(S(=O)(=O)N2CCOCC2)cc1)c1ccccc1,8,-3,16,0.1,-1,2,91,94,-6,99,.
COc1ccc(S(=O)(=O)n2nc(-c3ccc(Cl)cc3)cc2N)cc1,9,.,.,.,.,7,?,96,-5,97,-7
Cc1cn(C2OC(COC(=O)c3ccccc3)C(O)C2O)c(=O)[nH]c1=O (stereo not given),10,0,12,0.3,1,3,107,105,9,98,-1
COc1ccc(OC)c(NC(=O)C(CCS(C)(=O)=O)NC(C)=O)c1 (stereo not given),35,-2,11,1.5,9,-21,106,101,0,99,.
CSc1ccccc1NC(=S)Nc1ccc(S(N)(=O)=O)cc1,3,-5,10,1.4,4,-44,111,109,10,105,13
O=C(O)CSc1nnc(-c2cc3ccccc3o2)n1-c1ccccc1,6,-2,26,0.2,0,-17,95,93,15,97,2
Cc1[nH]c(=O)[nH]c(=O)c1/C=N/NC(=O)[C@H](C)NC(=O)OC(C)(C)C,36,-1,14,0.3,1,-31,97,101,-14,101,.
CCN1C(=O)/C(=C\c2ccncc2)SC1=Nc1ccc(C)c(C)c1,7,-11,11,5.6,31,-8,98,104,-15,94,14
COc1ccc(C2=NOC(C(=O)NCc3ccc(F)cc3)C2)cc1 (stereo not given),14,1,17,0.6,5,-25,102,91,-10,95,-13
CC(C)(C)c1ccc(-c2nn(CCC#N)cc2/C=N/O)cc1,5,-4,11,-0.1,0,1,94,94,13,88,4
COc1ccc(OCCCSc2ncccn2)cc1,16,-3,26,0.4,7,-17,99,100,6,100,.
CC1CCCCN1C(=O)c1cc(F)c(F)cc1Cl (stereo not given),13,-1,35,0.0,-2,-8,105,102,5,103,2
c1ccc(CNc2nnnn2-c2ccccc2)cc1,.,-1,20,0.6,2,-1,.,.,1,.,.
CC(Nc1ccccc1)c1cc(Cl)ccc1O (stereo not given),7,-39,51,0.2,-1,-25,101,100,-20,103,8
COC(=O)c1ccccc1NC(=O)c1ccco1,5,0,56,0.4,3,2,96,99,17,97,.
CC1=CCC(C(=O)O)C(C(=O)O)C1 (stereo not given),22,0,23,0.2,4,19,101,100,13,101,-12
